mIAP act – activators of mouse IAP, primary screen, biochemical, luminescence, uHTS; intestinal alkaline phosphatase [Mus musculus]; muIAP, CDP-Star luminescence, 30 min; stronger effect = higher value; 1 = vehicle-only enzyme signal, 0 = enzyme-free wells; activation factor at 10 µM; 0.24% of 330,000 active;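 active means activation factor of at least 2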; further: the source names both 10 and 20 µM as test concentration; values of inactives mirror those of a sister screen read the other way
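Assay system: mouse IAP enzyme; reagent: chemiluminescent substrate CDP-Star; dosing: test compounds delivered from DMSO solution; schedule: 30 min at room temperature; measured by: luminescence from enzymatic CDP-Star hydrolysis; controls: DMSO-only wells and no-enzyme negative control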
mIAP block – inhibitors of mouse IAP, primary screen, biochemical, luminescence, uHTS; inhibition, % at 10 µM; 0.2% of 330,000 active; purified mouse IAP, CDP-Star luminescence, 30 min; intestinal alkaline phosphatase [Mus musculus];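 active means inhibition of at least 40% at 10 µM in the primary screen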;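 further: plate controls were DMSO with enzyme for no effect and no enzyme wells for full effect; values of inactives mirror those of a sister screen read the other way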
hIAP activ – human IAP activators, primary screen, biochemical, luminescence, uHTS | Intestinal-type alkaline phosphatase (Homo sapiens), P09923 | purified human IAP, CDP-Star luminescence, 30 min; stronger effect = higher value; 1 = vehicle-only enzyme, 0 = enzyme-free background | activation factor at 10 µM | 0.16% of 330,000 active | AID 2524, 2010;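 active means activation factor of the enzyme at least 2-fold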; further: the source names both 10 and 20 µM as test concentration; values of inactives mirror those of a sister screen read the other way
Target sequence (P09923 whole entry, looked up): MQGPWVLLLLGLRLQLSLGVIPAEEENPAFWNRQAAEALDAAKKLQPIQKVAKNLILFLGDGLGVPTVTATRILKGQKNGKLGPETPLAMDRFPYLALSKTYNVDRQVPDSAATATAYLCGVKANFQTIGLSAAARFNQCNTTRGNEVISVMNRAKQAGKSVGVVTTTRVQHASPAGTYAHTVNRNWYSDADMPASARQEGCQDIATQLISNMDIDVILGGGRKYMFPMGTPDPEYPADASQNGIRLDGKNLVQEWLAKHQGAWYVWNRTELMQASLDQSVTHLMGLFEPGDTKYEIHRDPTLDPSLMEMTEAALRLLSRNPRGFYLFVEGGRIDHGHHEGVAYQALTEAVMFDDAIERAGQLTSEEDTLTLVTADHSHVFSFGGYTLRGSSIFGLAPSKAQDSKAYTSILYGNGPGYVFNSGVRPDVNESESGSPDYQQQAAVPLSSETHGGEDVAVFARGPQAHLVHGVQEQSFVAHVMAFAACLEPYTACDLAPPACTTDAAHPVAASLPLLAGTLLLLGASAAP
A3A deaminase – APOBEC3A ssDNA deaminase inhibitors, primary screen, selectivity assay for APOBEC3G inhibitor project, biochemical, FAM/TAMRA oligo cleavage fluorescence; recombinant A3A, FAM/TAMRA ssDNA deamination fluorescence; inhibition, % at 20 µM; 0.41% of 330,000 active;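 active means at least 40% inhibition at 20 µM here, with at most 30% in a related deaminase screen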;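 further: plate controls were A3A with DMSO for no effect and wells lacking A3A enzyme for full effect; some results filed as inactive read as strong as hits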
hIAP inh – human IAP inhibitors, primary screen, biochemical, luminescence, uHTS | purified IAP, CDP-Star luminescence, 30 min | inhibition, % at 10 µM | 0.12% of 330,000 active | AID 2544, 2010;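 active means inhibition reaching a set limit with compound at 10 µM in the primary screen, cut at about 35% in these data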;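 further: plate controls were DMSO wells with enzyme for no effect and no-enzyme buffer wells for full effect; values of inactives mirror those of a sister screen read the other way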
PfGluPho inh – PfG6PD enzyme inhibitors, primary screen, biochemical, fluorescence intensity, uHTS; glucose-6-phosphate dehydrogenase-6-phosphogluconolactonase (Plasmodium falciparum 3D7); PfGluPho enzyme, NADPH resazurin-diaphorase fluorescence; 0.78% of 350,000 active; AID 504690, 2011; inhibition, % at 20 µM;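 active means inhibition reaching at least a set limit at 20 µM in the primary screen, cut at about 59% in these data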;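 further: 0% = DMSO wells with substrate and 100% = DMSO wells lacking glucose-6-phosphate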
ATG4B inh – ATG4B protease inhibitors, primary screen, biochemical, fluorescence, uHTS. Cysteine protease ATG4B (Homo sapiens), Q9Y4P1. ATG4B cleavage of LC3-PLA2, NBD-HPC fluorescence, 1 h. inhibition, % at 8.33 µM. 0.51% of 340,000 active; in the data active means inhibition above about 40%
Target sequence (Q9Y4P1 whole entry, looked up): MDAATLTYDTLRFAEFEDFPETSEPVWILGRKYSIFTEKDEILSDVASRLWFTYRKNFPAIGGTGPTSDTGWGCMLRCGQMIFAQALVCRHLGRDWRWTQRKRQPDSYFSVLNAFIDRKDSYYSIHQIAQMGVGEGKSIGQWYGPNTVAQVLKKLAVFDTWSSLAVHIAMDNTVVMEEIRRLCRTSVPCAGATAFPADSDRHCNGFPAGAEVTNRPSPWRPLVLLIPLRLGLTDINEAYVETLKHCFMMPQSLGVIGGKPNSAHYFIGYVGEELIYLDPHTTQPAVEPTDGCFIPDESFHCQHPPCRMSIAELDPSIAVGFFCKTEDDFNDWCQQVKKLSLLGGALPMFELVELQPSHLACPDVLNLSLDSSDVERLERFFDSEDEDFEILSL
HKDC1 inhibitor – HKDC1 hexokinase inhibitors, primary screen, biochemical, fluorescence, uHTS | AID 493160, 2011 | Q2TB90 | 0.16% of 340,000 active | recombinant HKDC1, G6PDH/diaphorase resazurin coupled fluorescence | inhibition, % at 20 µM;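 active means inhibition above about 35% when tested at 20 µM, limit read from the data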;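 further: plate controls were DMSO wells with enzyme for no effect and DMSO wells lacking enzyme for full effect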
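Material – in-house recombinant HK5 (HKDC1) enzyme · Quantity – HKDC1 at 5 µg/mL · Buffer or medium – pH 8.0 Tris buffer with 10 mM MgCl2 · Reagent – glucose with 1 mM ATP · Dosing – single 20 µM dose · Times – reaction time 90 min, room temperature, protected from light · Technique – resorufin fluorescence at 613 nm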
Active calls of the source: *.

mol | ATG4B inh | mIAP block | PfGluPho inh | A3A deaminase | HKDC1 inhibitor | hIAP inh | hIAP activ | mIAP act
COc1cccc(-c2nc(CS(=O)CC(=O)NCCc3ccccc3)c(C)o2)c1 (configuration not stated) | -5 | 8 | -23 | -4 | 0 | 13 | 0.87 | 0.93
Cc1cccc(NCc2nc(SCC(N)=O)n[nH]2)c1 | 5 | 2 | -12 | -5 | 7 | -36 | 1.4 | 0.98
COc1ccccc1CN1CCN(Cc2nc(-c3ccccc3)no2)CC1 | 4 | 15 | -12 | -2 | 1 | 21 | 0.79 | 0.85
O=C(O)CNC(=O)C1CCCN1C(=O)CNC(=O)OCc1ccccc1 (configuration not stated) | 4 | 9 | -12 | -1 | 2 | -11 | 1.1 | 0.91
O=C(COC(=O)/C=C/c1ccc([N+](=O)[O-])cc1)NC1CCCCC1 | 8 | -3 | -9 | -2 | -5 | -8 | 1.1 | 1
CC1CCN(c2c(NCC3CCC(C(=O)N4CCc5ccccc5C4)CC3)c(=O)c2=O)CC1 (configuration not stated) | -1 | -11 | 8 | -2 | -2 | -25 | 1.2 | 1.1
CCc1cc(C(=O)NNC(=O)CCl)sc1C | -6 | 17 | 0 | -1 | -5 | 6 | 0.94 | 0.83
COc1ccc(C(=O)NC(C)c2nnc(SCC(=O)Nc3nc4ccccc4s3)n2C)cc1 (configuration not stated) | -13 | -10 | -32 | 2 | -8 | -14 | 1.1 | 1.1
CC(NC(=O)c1cc2sccc2n1C)c1ccc2c(c1)OCCO2 (configuration not stated) | 7 | -8 | 20 | 5 | 0 | -22 | 1.2 | 1.1
COc1ccc(-n2c(C)n[nH]c2=O)cc1OC | 5 | 2 | -16 | -2 | -3 | -6 | 1.1 | 0.98
O=C(OCCC1Oc2cccnc2NC1=O)c1ccc(Cl)cc1 (configuration not stated) | -5 | 4 | 7 | 2 | -4 | -3 | 1 | 0.96
CCCn1cnc2cc(NCc3ccc(Br)cc3)ccc21 | -10 | -5 | 29 | -2 | 2 | -9 | 1.1 | 1
O=C1c2ccccc2NC(c2cn[nH]c2-c2ccc(Cl)cc2)N1O (configuration not stated) | -5 | 5 | 1 | 0 | -18 | -18 | 1.2 | 0.95
O=C(O)C1CCN(C(=O)c2ccc(Cl)cc2)CC1 | -4 | 6 | -3 | -3 | -2 | 14 | 0.86 | 0.94
COc1ccc(CNC(=O)/C=C/c2ccc(OCCCF)cc2)cc1OC | -16 | -4 | 0 | 2 | 3 | 14 | 0.86 | 1
O=[N+]([O-])c1cc(S(=O)(=O)CCCN2CCOCC2)ccc1F | 8 | -2 | -20 | -2 | 4 | -15 | 1.1 | 1
CCCCNC(=O)c1ccccc1NC(=O)CCC | -5 | -5 | -24 | 0 | 9 | 0 | 1 | 1.1
O=C(NCc1ccccc1Cl)C1CCN(c2ncnc3c2nc2n3CCCCC2)CC1 | 8 | -7 | 2 | -6 | -2 | -37 | 1.4 | 1.1
CON(C)C(=O)CC(CNC(=O)OC(C)(C)C)c1ccc(Cl)cc1 (configuration not stated) | -3 | -2 | 2 | 2 | -6 | 13 | 0.87 | 1
CCCCCCCCOc1ccc(C(=O)O)cc1 | 3 | 12 | -46 | 1 | 4 | -1 | 1 | 0.88
O=C1N(CC(=O)N2CCc3ccccc32)CCN1Cc1ccccc1Cl | 1 | -3 | 1 | -3 | -3 | 17 | 0.83 | 1
CC(C)CC(=O)N1CCC(O)(CS(=O)(=O)Cc2ccc(Cl)cc2)CC1 | 2 | 1 | -11 | 3 | 4 | -7 | 1.1 | 0.99
Cn1c(=O)oc2cc(S(=O)(=O)N3CCCC(C(=O)Nc4nccs4)C3)ccc21 (configuration not stated) | -1 | 2 | -1 | -3 | 0 | 12 | 0.88 | 0.98
Cc1cc(NC(=O)CSc2nnnn2Cc2ccccc2)no1 | -6 | -16 | 1 | -9 | 2 | -7 | 1.1 | 1.2
CCn1c(COc2ccc(OC)cc2)nnc1SCC(=O)Nc1cc(OC)ccc1OC | -9 | 2 | -8 | 1 | 1 | 6 | 0.94 | 0.98

The closing 3 compounds of the part above open the next one:
mol | ATG4B inh | mIAP block | PfGluPho inh | A3A deaminase | HKDC1 inhibitor | hIAP inh | hIAP activ | mIAP act
Cn1c(=O)oc2cc(S(=O)(=O)N3CCCC(C(=O)Nc4nccs4)C3)ccc21 (configuration not stated) | -1 | 2 | -1 | -3 | 0 | 12 | 0.88 | 0.98
Cc1cc(NC(=O)CSc2nnnn2Cc2ccccc2)no1 | -6 | -16 | 1 | -9 | 2 | -7 | 1.1 | 1.2
CCn1c(COc2ccc(OC)cc2)nnc1SCC(=O)Nc1cc(OC)ccc1OC | -9 | 2 | -8 | 1 | 1 | 6 | 0.94 | 0.98
CON(C)c1nc(Oc2ccc(=O)[nH]n2)nc(N(C)C)n1 | -8 | 10 | 3 | -5 | -3 | -7 | 1.1 | 0.9
CCCCCCNc1cc2n(c(=O)n1)CCc1cc(OC)c(OC)cc1-2 | -4 | 2 | 2 | 3 | 1 | 5 | 0.95 | 0.98
O=C(NC1CCS(=O)(=O)C1)C1CCCC1 (configuration not stated) | -2 | 5 | 7 | -1 | -5 | -4 | 1 | 0.95
CCOC(=O)N1CCN(S(=O)(=O)c2cc(OCC(N)=O)c(C)cc2Cl)CC1 | -7 | 4 | -13 | -3 | -3 | -1 | 1 | 0.96
Cc1nc(C)c(-c2ccc(SCc3ccc([N+](=O)[O-])cc3)nn2)s1 | 5 | 6 | -5 | -5 | 0 | -12 | 1.1 | 0.94
CCC1(c2ccc(F)cc2)NC(=O)N(CC(=O)Nc2cccnc2Cl)C1=O (configuration not stated) | 7 | -14 | -8 | 5 | 2 | -8 | 1.1 | 1.1
COCCNC(=S)N(CCO)Cc1cc2cc3c(cc2[nH]c1=O)OCO3 | -4 | 0 | -3 | 1 | -4 | 14 | 0.86 | 1
COCCn1c(=S)[nH]c2ccccc21 | -5 | -8 | 4 | -5 | -1 | -1 | 1 | 1.1
Cc1ccc(O)c(/C=N/NC(=O)Cc2ccc(Cl)cc2)c1 | 6 | 5 | -43 | 0 | 5 | -37 | 1.4 | 0.95
CN(C)CCNc1nc(S(=O)(=O)c2ccccc2)c(Cl)s1 | -15 | -8 | 11 | -7 | -6 | -10 | 1.1 | 1.1
CCOC(=O)c1c2n(c3ccc(OC(C)=O)cc13)CCC2 | -4 | -23 | 11 | -3 | 1 | -10 | 1.1 | 1.2
Cc1noc(/C=C/c2ccccn2)c1[N+](=O)[O-] | 1 | 2 | -1 | 2 | -2 | -11 | 1.1 | 0.98
O=C(/C=C/c1ccc(S(=O)(=O)N2CCOCC2)cc1)Nc1cc(F)ccc1F | -8 | 12 | 3 | -3 | 0 | 11 | 0.89 | 0.88
COc1ccc(CNC(=O)COC(=O)c2c[nH]c(=O)[nH]c2=O)cc1OC | -6 | -2 | -23 | 0 | -3 | 9 | 0.91 | 1
Nc1cc(-c2ccc(Br)cc2)[nH]n1 | -6 | -1 | 3 | -3 | -10 | 7 | 0.93 | 1
CCOC(=O)C1=C(CN2CCOCC2)NC(=O)NC1c1cccc([N+](=O)[O-])c1 (configuration not stated) | 6 | -5 | -5 | -3 | -6 | 2 | 0.98 | 1
COc1ccc(C(=O)OCC2CC(c3ccccc3)=NO2)cc1OC (configuration not stated) | -5 | 9 | -5 | -2 | -3 | -1 | 1 | 0.91
CCOC(=O)N1CCN(C(=O)C(=O)NNC(=O)COc2ccc(Cl)cc2)CC1 | 2 | 17 | -15 | 2 | -11 | -22 | 1.2 | 0.83
COc1cc2[nH]c3c(=O)n4c(nc3c2cc1OC)SCCC4 | -7 | 5 | 21 | 6 | -8 | -7 | 1.1 | 0.95
COc1ccc(N2CCN(S(=O)(=O)c3cccs3)CC2)cc1 | -14 | 4 | -6 | -2 | -2 | 6 | 0.94 | 0.96
Cc1c(C(=O)NC(C)C2CC3CCC2C3)cccc1[N+](=O)[O-] (configuration not stated) | -1 | 1 | 16 | -3 | -2 | -11 | 1.1 | 0.99
Cc1noc(C)c1COc1cccc(C(=O)NCc2cccc(Cl)c2)c1 | -3 | -14 | 0 | 5 | -3 | -9 | 1.1 | 1.1
O=C(Nc1ccc(F)cc1)C(Cc1ccccc1)n1cccc1 (configuration not stated) | -6 | -27 | -9 | 2 | -1 | -9 | 1.1 | 1.3
O=C(c1ccc(NC(=O)C2(c3ccccc3)CCCC2)cc1)N1CCOCC1 | -3 | -1 | -3 | -2 | -2 | 0 | 0.99 | 1
C[C@H](NC(=O)c1nc[nH]c1C(=O)NCCCCCN)C(=O)OC(C)(C)C | -6 | 0 | 1 | -1 | -5 | -10 | 1.1 | 0.99

Limited to hIAP inh, mIAP act and ATG4B inh (two entries from above):
| smiles | hIAP inh | mIAP act | ATG4B inh |
| --- | --- | --- | --- |
| CON(C)c1nc(Oc2ccc(=O)[nH]n2)nc(N(C)C)n1 | -7 | 0.9 | -8 |
| CCCCCCNc1cc2n(c(=O)n1)CCc1cc(OC)c(OC)cc1-2 | 5 | 0.98 | -4 |

(more compounds)
mol | ATG4B inh | mIAP block | PfGluPho inh | A3A deaminase | HKDC1 inhibitor | hIAP inh | hIAP activ | mIAP act
COc1cc(C2SC(C)C(=O)N2CCc2ccccc2)cc(OC)c1OC (configuration not stated) | 4 | 10 | 22 | 0 | -5 | 1 | 0.99 | 0.9
CCCSc1nnc(NC(=O)Nc2ccccc2)s1 | -4 | -5 | -25 | -8 | 19 | -7 | 1.1 | 1.1
CCSc1nc(N)nc(-c2cccs2)c1C#N | 2 | 12 | 2 | 3 | -3 | -21 | 1.2 | 0.88
O=C(CSc1nc2ccccc2c(=O)n1Cc1ccccc1)Nc1ccc(Br)cc1C(=O)O | 45* | 7 | -36 | -1 | 10 | 15 | 0.85 | 0.93
COc1ccccc1-c1nc(S(=O)(=O)c2ccccc2)c(N2CCOCC2)o1 | 2 | 5 | 14 | -2 | -1 | -5 | 1.1 | 0.95
CCC1CCCCN1Cc1ccc(OC)c(C)c1C (configuration not stated) | 0 | -8 | -2 | 1 | -2 | 2 | 0.98 | 1.1
COc1cc(OC)c(OC)cc1CNC(=O)c1cc(S(=O)(=O)N2CCOCC2)ccc1F | 7 | 2 | -10 | -4 | -1 | 2 | 0.98 | 0.98
O=C(NCc1ccco1)C(=O)NCC(c1ccco1)N1CCOCC1 (configuration not stated) | -8 | -7 | 3 | -3 | -3 | -29 | 1.3 | 1.1
CC(C)N(C(=O)[C@H]1CC(CC(=O)NC(C)(C)C)C(=O)N2CCc3c([nH]c4ccccc34)[C@]12C)C(C)C (some centres not stated) | -2 | -9 | 0 | -4 | 0 | -21 | 1.2 | 1.1
COCCNCCCOc1ccc(Cl)cc1Br | -12 | 9 | -8 | -3 | -12 | 2 | 0.98 | 0.91
CC1=C(C)C(=O)N(CCC(=O)O)C1=O | -1 | 0 | -13 | -1 | 6 | -8 | 1.1 | 1

Screening results as filed in PubChem.
